Compound activity deposited in PubChem by National Center for Advancing Translational Sciences (NCATS).
IL1B secr inh = blocks inflammasome-driven IL-1 beta release; THP-1 LPS/ATP IL-1B secretion, AlphaLISA, 16 h; hits give low values; hit rate 4.7% among 360,000; activity change, % at 57.5 µM; AID 743279; in the data active = activity change below about -50%; inconclusive = mostly about -30% to -49%; note: % is set by controls: 0 for no effect and ±100 for the full control effect
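Secreted IL-1B measured by AlphaLISA bead assay after 16 h compound exposure of THP-1 cells; compounds (final up to 57.5 uM) added 1 h before LPS (250 ng/mL) and ATP (1.25 mM) stimulation; lower signal means less secretion.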
KB-3-1 cytotox = kills parental KB-3-1 adenocarcinoma cells | AID 1347075 | KB-3-1 viability, CellTiter-Glo ATP luminescence, 72 h | hit rate 1.4% among 400,000 | Potency, µM (series often up to 46.1 µM), without a hit: at the highest dose activity change, negative = cytotoxic, hits mostly cytotoxic; note: potency is the fitted concentration of half-maximal effect; % is set by controls: 0 for no effect and ±100 for the full control effect; nearly all actives have a fitted effect of over 60% in size
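Cells are dispensed, compounds pinned in, plates held at 37 °C for 72 h, then CellTiter-Glo is added and luminescence read after 10 minutes. Cell line: parental KB-3-1 in phenol-red-free DMEM, 10% FBS.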
HT1080 IDH1KD tx = kills HT-1080 cells with IDH1 knockdown. hit rate 2% among 360,000. HT-1080 IDH1 knockdown viability, ATP luminescence, 48 h. Potency, µM (top dose mostly 46.1 µM), without a hit: top-dose activity, negative = toxicity, usual class: cytotoxic;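 note: potency is the fitted concentration of half-maximal effect; 0% = DMSO wells and -100% = cell-free medium wells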
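Assay cells: HT-1080 with IDH1 knockdown, 750 per well, RPMI/5% FBS. Exposure: 48 h at 37 °C following 2 h pre-incubation. Read: CellTiter-Glo luminescence; fitted concentration-response, curve class assigned.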
ATXN2 expr inh = ATXN2 expression inhibition; hit rate 0.72% among 360,000; HEK-293 ATXN2-luciferase reporter, luminescence, 24 h; Potency, µM (highest dose often 57 µM), for inactives: at the highest dose activity change, negative = inhibition, usual class: inhibitors; AID 1745845; note: potency is the fitted concentration of half-maximal effect; % is set by controls: 0 for no effect and ±100 for the full control effect; nearly all actives have a fitted effect of over 55% in size
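qHTS (up to 57 uM final) was run with 24 h compound exposure of reporter cells at 37 °C. Each well was multiplexed: SteadyGlo luminescence measured ATXN2-luciferase expression after a fluorogenic Gly-Phe-AFC viability readout (25 uM final).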
HT1080NT lethal = kills 2HG-producing HT-1080-NT fibrosarcoma cells; Potency, µM (series often up to 46.1 µM), without a hit: at the highest dose activity, negative = less viability, actives largely listed as cytotoxic; AID 686970; HT-1080-NT fibrosarcoma viability, CellTiter-Glo ATP luminescence, 48 h; hit rate 1.6% among 360,000;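 note: NT is the 2HG producing partner of a matched IDH1 knockdown line; potency is the fitted concentration of half-maximal effect; 0% = DMSO-treated cells and -100% = media-only wells without cells; nearly all actives have a fitted effect of over 55% in size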
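Compounds were tested in concentration-response format on HT-1080-NT cells for 48 hours at 37 degrees C. Cell viability came from CellTiter-Glo luminescence; curves were classified by r2, response magnitude and activity.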
WRN helicase inh = WRN helicase (human) inhibition | Potency, µM (highest dose often 114 µM), without a hit: at the highest dose activity change, negative = inhibition, hits mostly inhibitors | WRN helicase unwinding, fluorescent forked duplex, kinetic | Q14191 | hit rate 0.46% among 360,000; note: potency is the fitted concentration of half-maximal effect; % is set by controls: 0 for no effect and ±100 for the full control effect; nearly all actives have a fitted effect of over 55% in size
Target sequence (Q14191 whole entry, looked up): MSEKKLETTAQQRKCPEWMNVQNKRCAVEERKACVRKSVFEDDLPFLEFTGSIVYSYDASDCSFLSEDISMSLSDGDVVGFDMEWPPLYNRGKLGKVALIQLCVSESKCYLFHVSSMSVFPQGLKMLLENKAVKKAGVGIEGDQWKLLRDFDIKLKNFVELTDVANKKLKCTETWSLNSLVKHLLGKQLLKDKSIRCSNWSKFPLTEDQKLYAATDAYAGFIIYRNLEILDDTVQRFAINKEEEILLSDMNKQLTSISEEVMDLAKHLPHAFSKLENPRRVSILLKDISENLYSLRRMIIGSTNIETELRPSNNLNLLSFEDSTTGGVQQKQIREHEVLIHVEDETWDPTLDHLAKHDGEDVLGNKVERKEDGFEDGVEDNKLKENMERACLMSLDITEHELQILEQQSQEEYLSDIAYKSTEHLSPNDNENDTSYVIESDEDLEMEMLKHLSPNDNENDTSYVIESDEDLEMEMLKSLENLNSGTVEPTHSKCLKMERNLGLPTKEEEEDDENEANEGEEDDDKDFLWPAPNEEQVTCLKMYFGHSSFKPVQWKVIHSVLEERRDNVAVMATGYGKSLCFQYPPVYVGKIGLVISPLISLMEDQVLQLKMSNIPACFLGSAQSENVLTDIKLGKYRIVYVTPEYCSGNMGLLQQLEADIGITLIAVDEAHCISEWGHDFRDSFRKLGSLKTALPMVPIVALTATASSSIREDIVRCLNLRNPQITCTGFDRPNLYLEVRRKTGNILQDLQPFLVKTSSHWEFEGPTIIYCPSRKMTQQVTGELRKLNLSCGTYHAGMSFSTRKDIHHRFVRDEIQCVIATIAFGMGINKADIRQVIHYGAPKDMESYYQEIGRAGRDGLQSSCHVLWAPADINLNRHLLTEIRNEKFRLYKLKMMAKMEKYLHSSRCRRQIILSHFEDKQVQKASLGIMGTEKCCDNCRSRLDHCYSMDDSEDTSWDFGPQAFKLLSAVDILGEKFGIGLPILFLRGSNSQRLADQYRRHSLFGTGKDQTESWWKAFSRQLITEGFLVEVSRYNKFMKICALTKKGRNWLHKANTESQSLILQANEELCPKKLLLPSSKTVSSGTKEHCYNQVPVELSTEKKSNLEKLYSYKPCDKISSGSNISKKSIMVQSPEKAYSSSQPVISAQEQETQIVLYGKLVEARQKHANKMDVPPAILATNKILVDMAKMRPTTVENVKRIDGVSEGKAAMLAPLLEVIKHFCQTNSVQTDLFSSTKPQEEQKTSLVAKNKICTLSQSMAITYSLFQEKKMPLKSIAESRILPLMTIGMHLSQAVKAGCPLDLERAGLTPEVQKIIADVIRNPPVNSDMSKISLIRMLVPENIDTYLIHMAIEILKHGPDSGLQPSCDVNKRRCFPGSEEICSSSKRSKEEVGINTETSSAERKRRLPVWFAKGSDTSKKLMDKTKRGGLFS
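Fluorescence dequenching readout, ex 525 nm/em 598 nm, kinetic mode: forked duplex DNA (100 nM final) with adjacent fluorophore and quencher unwound by WRN (20 nM final) with 2 mM ATP. Compound preincubation 15 min, room temperature.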
MCF10A rerep = inducers of DNA re-replication in MCF 10A breast cells; MCF 10A DNA re-replication, Hoechst nuclear intensity, 48 h; Potency, µM (top dose mostly 46.1 µM), for the others: at the top dose activity, positive = re-replication, usual class: activators; hit rate 2.9% among 350,000; note: potency is the fitted concentration of half-maximal effect; % of control where 0% means no effect; nearly all actives have a fitted effect of over 50% in size
SW480 rereplic = induces DNA re-replication in SW480 colon adenocarcinoma cells. Potency, µM (series often up to 46.1 µM), without a hit: top-dose re-replication activation, actives largely listed as activators. hit rate 1.8% among 340,000. SW480 DNA re-replication, Hoechst DNA content imaging, 48 h; note: potency is the fitted concentration of half-maximal effect; % of control where 0% means no effect; nearly all actives have a fitted effect of over 55% in size
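250 cells/well; 23 nL cpd via pin tool; 48 hr, 37 C, 5% CO2; Hoechst 40 min; imager read of total nuclear intensity, ex 405/em 500-530 nm.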
KB-V1 cytotox = KB-V1 MDR subline cytotoxicity | KB-V1 MDR cells viability, CellTiter-Glo, 72 h | Potency, µM (doses to about 46.1 µM), inactives show at the top dose activity change, negative = cytotoxicity, most hits filed as cytotoxic | hit rate 3.4% among 400,000 | AID 1347076; note: potency is the fitted concentration of half-maximal effect; % is set by controls: 0 for no effect and ±100 for the full control effect; nearly all actives have a fitted effect of over 60% in size
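In this primary screen, KB-V1 cells overexpressing P-gp are incubated with library compounds (lowest to highest concentration) for 72 h at 37 degrees C before a luminescent ATP viability read.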
An asterisk follows results filed as active; ? = inconclusive; / = no result given; & = joins results of further samples; ! = a repeat was not active; [ ] = dose if it differs, or a comment. Unless noted, calls come from the whole dose curve; as a rule, active = well fitted curve in the direction sought with a large enough effect; inconclusive = small, poorly fitted or top-dose-only effect, or another doubt; inactive = no such curve, though single readings can be large; an effect the other way counts as inactive or inconclusive. An unsorted share of the library. About 12% of those tested had a hit in this group.

SMILES	IL1B secr inh	KB-3-1 cytotox	HT1080 IDH1KD tx	ATXN2 expr inh	HT1080NT lethal	WRN helicase inh	MCF10A rerep	SW480 rereplic	KB-V1 cytotox
O=C(N/C(=C\c1cccs1)C(=O)N1CCCCCC1)c1ccccc1	-1	-13%	2%	-17%	-2%	-2%	1%	-2%	-11%
O=C(CCN1C(=O)c2ccccc2C1=O)OCn1nnc2ccccc2c1=O	-3	-6%	10%	-1%	14%	-5%	-2%	-4%	2%
CN1C(C(=O)NCCc2cccs2)CC2Cn3c(nc4cc5ccccc5cc43)C21 (stereo not drawn)	16	10%	-1%	-5%	0%	6%	-28%	8%	-11%
Cc1ccc2nsnc2c1NC(=O)c1ccccc1[N+](=O)[O-]	13	-4%	-1%	4%	2%	-10%	-3%	11%	1%
Clc1ccc(-c2nnc(SCc3nc4ccccc4[nH]3)o2)c(Cl)c1	-1	-7%	-13%	0%	-9%	-3%	-6%	-2%	0%
COc1cc(OC)c(OC)cc1CN1CCCC(C(=O)N2CCCCC2)C1 (stereo not drawn)	-14	-5%	7%	-8%	-3%	6%	7%	0%	-22%
COc1ccc2nc(NC(=O)CC3Oc4ccccc4NC3=O)sc2c1 (stereo not drawn)	38	4%	-11%	-35%	?	12%	24%	-20%	17%
COc1ccccc1NC(=S)N(Cc1ccccc1)Cc1ccccn1	-5	20%	6%	-13%	2%	2%	2%	-3%	-20%
O=C(CSc1nc2ccc(NC(=O)CSc3nnnn3-c3ccccc3)cc2s1)Nc1ccccc1	10	-16%	?	?	?	-24%	?	3%	0%
COc1cccc(C2C(C(=O)c3cc4cccc(OC)c4o3)=C(O)C(=O)N2c2cc(C)on2)c1OC (stereo not drawn)	-5	4%	-12%	3%	4%	-20%	18%	4%	11%
COc1cccc(N=c2oc3cc(O)ccc3cc2C(=O)NCC2CCCO2)c1 (stereo not drawn)	-87*	-3%	-25%	-5%	-2%	-8%	?	5%	-30%
Cc1cc(C(=O)NP(=O)(N2CCOCC2)N2CCOCC2)c(C)n1-c1ccc(N(C)C)cc1	-1	3%	-3%	4%	5%	7%	-6%	26%	37%
CN1/C(=C\C(=O)COc2ccc3c(c2)OCO3)C(C)(C)c2ccccc21	-78*	?	-28%	-10%	-22%	-11%	13µM*	?	?
COc1ccc(C(=O)NN(c2ccccc2)c2ccccc2)cc1	-10	2%	0%	-4%	7%	-2%	1%	0%	9%
Cc1ccc(N2CCN(C3=NC(=O)/C(=C\c4cccs4)S3)CC2)cc1	?	-2%	-4%	-1%	3%	-20%	20%	-6%	?
COc1ccc(C(=O)NCc2ccc3c(c2)OCO3)cc1S(=O)(=O)NCc1ccc(Cl)cc1	?	1%	-11%	-4%	-4%	-3%	-3%	-1%	4%
Cc1ccc(S(C)(=O)=O)cc1C(=O)NC(C)C1CC2CCC1C2 (stereo not drawn)	15	2%	-8%	7%	20%	5%	2%	1%	1%
Cc1nn(C)cc1CN(C)C(=O)c1cc(-c2ccccc2)nc2ccc(Br)cc12	-6	-9%&-20%	-19%	?	-5%	-1%	1%	-5%	?
COc1cc(/C=C/C(=O)CC(=O)/C=C/c2ccc(O)c(OC)c2)ccc1O	-69*	?	2.6µM*	?	?	/	26µM*!	12µM*!	-26%&-9%
COCCNC(=O)COC(=O)c1[nH]c(C)c(C(C)=O)c1C	9	3%	8%	1%	0%	2%	-16%	-14%	?

Sorted by count of non-hydrogen atoms (rising): ten of the compounds above.
SMILES	IL1B secr inh	KB-3-1 cytotox	HT1080 IDH1KD tx	ATXN2 expr inh	HT1080NT lethal	WRN helicase inh	MCF10A rerep	SW480 rereplic	KB-V1 cytotox
COCCNC(=O)COC(=O)c1[nH]c(C)c(C(C)=O)c1C	9	3%	8%	1%	0%	2%	-16%	-14%	?
Cc1ccc2nsnc2c1NC(=O)c1ccccc1[N+](=O)[O-]	13	-4%	-1%	4%	2%	-10%	-3%	11%	1%
Cc1ccc(S(C)(=O)=O)cc1C(=O)NC(C)C1CC2CCC1C2 (stereo not drawn)	15	2%	-8%	7%	20%	5%	2%	1%	1%
O=C(N/C(=C\c1cccs1)C(=O)N1CCCCCC1)c1ccccc1	-1	-13%	2%	-17%	-2%	-2%	1%	-2%	-11%
COc1ccccc1NC(=S)N(Cc1ccccc1)Cc1ccccn1	-5	20%	6%	-13%	2%	2%	2%	-3%	-20%
COc1cc(OC)c(OC)cc1CN1CCCC(C(=O)N2CCCCC2)C1 (stereo not drawn)	-14	-5%	7%	-8%	-3%	6%	7%	0%	-22%
Cc1nn(C)cc1CN(C)C(=O)c1cc(-c2ccccc2)nc2ccc(Br)cc12	-6	-9%&-20%	-19%	?	-5%	-1%	1%	-5%	?
CN1C(C(=O)NCCc2cccs2)CC2Cn3c(nc4cc5ccccc5cc43)C21 (stereo not drawn)	16	10%	-1%	-5%	0%	6%	-28%	8%	-11%
Cc1cc(C(=O)NP(=O)(N2CCOCC2)N2CCOCC2)c(C)n1-c1ccc(N(C)C)cc1	-1	3%	-3%	4%	5%	7%	-6%	26%	37%
O=C(CSc1nc2ccc(NC(=O)CSc3nnnn3-c3ccccc3)cc2s1)Nc1ccccc1	10	-16%	?	?	?	-24%	?	3%	0%

Continued:
SMILES	IL1B secr inh	KB-3-1 cytotox	HT1080 IDH1KD tx	ATXN2 expr inh	HT1080NT lethal	WRN helicase inh	MCF10A rerep	SW480 rereplic	KB-V1 cytotox
Cc1ccc(NC(=O)Cn2cnc([N+](=O)[O-])c2)cc1C	3	0%	-1%	-14%	16%	-2%	9%	17%	?
NC(=O)c1ccccc1OC1CCC1	29	-1%	12%	8%	13%	-5%	13%	-16%	?
CCNS(=O)(=O)c1ccc(CCC(=O)NCCC2=CCCCC2)cc1	-4	0%	10%	-6%	17%	0%	20%	1%	?
CC(C)(O)CC[C@@H](O)[C@](C)(O)[C@H]1CC[C@@]2(O)C3=CC(=O)[C@@H]4C[C@@H](O)[C@@H](O)C[C@]4(C)[C@H]3CC[C@]12C	12	0%	6%	3%	9%	2%	14%	-35%[inhibitor]	-1%
O=C(CN1CCN(Cc2ccccc2Cl)C1=O)NC1CCCCCC1	30	0%	1%	43%[activator]	0%	-3%	-5%	1%	?
S=C(NCCc1ccccc1)N/N=C/c1ccccc1Cl	11	-16%	-21%	6%	0%	-7%	22%	-1%	?
Cc1cc(C)n(C(=O)CN2C(=O)CCC2=O)n1	14	11%	0%	-5%	2%	13%	-4%	-4%	1%
Cc1ccn2c(=O)c(C(=O)NCCC3=CCCCC3)c(O)nc2c1	11	-7%	7%	/	9%	1%	4%	4%	?
Cc1cc([N+](=O)[O-])ccc1NC(=O)C(C)[n+]1ccccc1 (stereo not drawn)	9	2%	-2%	/	1%	-8%	-2%	3%	-1%
Nc1ccccc1C(=O)NCCCN1CCOCC1	15	-2%	9%	9%	11%	10%	0%	1%	?
COC(=O)CSc1nc(C)c(C(=O)Nc2ccccc2C)c(-c2ccc(Cl)cc2)c1C#N	-76*	17%	-4%	3%	-9%	0%	9%	13%	0%
CC(C)c1cccc(-c2csc(C(C)(O)c3cccc(F)c3)n2)c1 (stereo not drawn)	-21	0%	?	-8%	-5%	-15%	/	/	3%
Cc1ccc(C2CC(=O)Nc3c2ccc2ccccc32)cc1[N+](=O)[O-] (stereo not drawn)	-30	-12%	?	?	-25%	0%	10%	7%	-8%
CCCCCn1c(CN(C)Cc2ccccc2)nc2c1c(=O)n(C)c(=O)n2C	-22	18µM*	-14%	-21%	-9%	-4%	?	5%	2.3µM*
O=C1CCC/C=C\C[C@@H](CC(=O)N(CCO)Cc2ccccc2)C(=O)N[C@H](c2ccccc2)CO1	-6	9%	11%	0%	7%	3%	5%	-9%	0%
COc1ccc(C2CC(c3ccccc3)Nc3nc(N)nn32)cc1 (stereo not drawn)	-9	7%	1%	1%	5%	4%	6%	-1%	19%
COc1cccc(C(CC(=O)NCCN2CCOCC2)NS(=O)(=O)c2ccc(C)cc2)c1OC (stereo not drawn)	7	3%	6%	1%	4%	-18%	-4%	-1%	9%
CC(C)Cn1c(SCC(=O)NC2CCCc3ccccc32)nc(O)cc1=O (stereo not drawn)	7	0%	0%	1%	1%	-7%	5%	-1%	15%
COc1ccc(/C=C/CN2CCN(Cc3ccc(F)cc3)C(CCO)C2)cc1 (stereo not drawn)	-55*	6%	-8%	-18%	-16%	17%	?	4%	-7%
COc1cc(/C=C2\SC(=O)N(Cc3ccc(Cl)cc3)C2=O)cc([N+](=O)[O-])c1O	22	-13%	10%	-21%[11.3 µM]	5%	-6%[11.6 µM]	0%	-5%	?
COC(=O)c1cc(S(=O)(=O)N2CCN(c3cc(C)ccc3C)CC2)c[nH]1	-4	?	-4%	-37%	-13%	-7%	?	-7%	5%
